# phage Ecoli inh: E. coli growth loss with phage present; growth absorbance; inhibition, % at 11.9 µM; actives 0.26% (n = 360,000); in the data active means inhibition above about 11%
# Wnt act: activators of Wnt/beta-catenin signaling; AID 743398; actives 1.2% (n = 300,000); activation, % at 9.35 µM; Wnt/beta-catenin reporter cell assay, activator, plate reader; in the data active means activation above about 30%, passing the limit was not always enough;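 further: 0% = neutral control wells and 100% = positive control wells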
# MITF act: MITF TRPM1 promoter activation in melanoma cells; SK-MEL-5 TRPM1-promoter luciferase, 24 h; % of positive control, neutral wells = 0; activation, % at 12.5 µM; actives 0.75% (n = 300,000);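 active means mean activation of at least 80% with every replicate also reaching 80%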;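 further: 0% = neutral control wells and 100% = parthenolide positive control wells; values of inactives mirror those of a sister screen read the other way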
# CAL PDZ FP-1: blocks peptide binding to the human CAL PDZ domain | Q9HD26 | purified CAL PDZ, TMR-peptide fluorescence polarization, 1 h | inhibition, % at 24.9 µM | actives 0.92% (n = 300,000) | AID 602252;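 active means mean inhibition of at least 30% with at least half of replicates also reaching 30%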;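 further: 0% = DMSO neutral control and 100% = excess unlabeled competitor peptide PRC23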
# AddAB inh: less growth of phage-infected E. coli with AddAB. E. coli expressing H. pylori AddAB, absorbance growth. inhibition, % at 11.9 µM. actives 0.29% (n = 330,000); in the data active means inhibition above about 12%;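 further: 0% = vehicle wells of infected cells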
# CAL PDZ FP-2: blocks peptide binding to human CAL PDZ domain; Q9HD26; purified CAL PDZ, TMR-peptide fluorescence polarization, 1 h; inhibition, % at 20 µM; actives 0.02% (n = 330,000); AID 504414;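 active means highest replicate inhibition of at least 40%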;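 further: plate controls were DMSO neutral control wells for no effect and unlabeled competitor peptide control wells for full effect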
#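 Test system: purified CerCALP PDZ construct; Compound dosing: one concentration, 20 µM compound; Also added: TMR-labelled reporter peptide T*-PRC34 bound in PDZ groove; Read-out: inhibition from polarization loss; Controls: unlabelled peptide and DMSO controls; Signal: FP readout, S and P plane fluorescence; Incubation: 1 h at RT.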
# SR-BI uptake up: enhances SR-BI lipid uptake from DiI-HDL; CHO ldlA[mSR-BI] cells, DiI-HDL uptake fluorescence, 3 h; 100 = double the neutral-control signal; activation, % at 12.5 µM; actives 0.096% (n = 320,000);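 active means mean replicate activation of at least 60% and every replicate at or above 60%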;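 further: 0% = median plate neutral-control signal and 100% = twice that signal; values of inactives mirror those of a sister screen read the other way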
#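 system = CHO ldlA[mSR-BI] cells, LDL receptor-null, SR-BI overexpressing | medium = Ham's F12 with 0.5% BSA, HEPES 25 mM, pH 7.4 | probe or stimulus = DiI-HDL 10 µg/mL | compound dosing = single-point compound dose | incubation = compound exposure 3 h, 37 °C | technique = DiI fluorescence, bottom read | read-out = cell-associated DiI fluorescence as measure of HDL uptake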
# Tat export inh: E. coli Tat transport inhibition. E. coli MC4100 TorA-mCherry Tat export, fluorescence. inhibition, % at 10 µM. actives 0.036% (n = 340,000). AID 488895;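 active means mean replicate inhibition at least 50% and at least half of replicates individually reaching 50%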;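 further: exported cargo escapes ClpAP degradation while cytoplasmic cargo is degraded and loses fluorescence; 0% = median of neutral control wells and 100% = median of NaSCN control wells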
# Ecoli viability: counter-screen for AddAB inhibitors: E. coli growth inhibition | E. coli V3065 growth, OD600 absorbance, 18 h | inhibition, % at 11.9 µM | actives 0.27% (n = 330,000);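 active means inhibition above the campaign's mean inhibition across all tested compounds plus 3 SD, cut at about 9.9% in these data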;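 further: uninfected addAB+ strain grown without phage in ampicillin broth; 0% = DMSO wells and 100% = ciprofloxacin 0.95 µg/ml wells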
# SR-BI DiI inh: mouse SR-BI HDL lipid transfer inhibition; ldlA[mSR-BI] CHO cells, DiI-HDL uptake fluorescence, 3 h; inhibition, % at 12.5 µM; actives 0.96% (n = 320,000); AID 488896;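 active means mean replicate inhibition of at least 70% and a set share of replicates each scoring 70 or more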;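 further: 0% = median of neutral control wells and 100% = median of positive control wells; values of inactives mirror those of a sister screen read the other way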
# Target sequence (Q61009 whole entry, looked up): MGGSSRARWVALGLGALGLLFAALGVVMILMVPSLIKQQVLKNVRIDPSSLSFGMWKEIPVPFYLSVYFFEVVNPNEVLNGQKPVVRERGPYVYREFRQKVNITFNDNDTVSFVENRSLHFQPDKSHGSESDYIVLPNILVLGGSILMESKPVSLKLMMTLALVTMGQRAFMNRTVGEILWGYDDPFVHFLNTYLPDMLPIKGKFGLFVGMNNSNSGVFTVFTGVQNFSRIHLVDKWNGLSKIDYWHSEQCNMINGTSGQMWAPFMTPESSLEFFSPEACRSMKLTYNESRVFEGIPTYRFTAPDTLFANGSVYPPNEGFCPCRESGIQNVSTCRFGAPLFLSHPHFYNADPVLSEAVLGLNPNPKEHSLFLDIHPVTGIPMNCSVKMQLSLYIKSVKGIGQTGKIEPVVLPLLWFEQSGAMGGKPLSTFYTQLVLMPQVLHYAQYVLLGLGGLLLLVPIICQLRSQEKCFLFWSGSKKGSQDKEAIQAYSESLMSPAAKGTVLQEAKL
# Numbers without * were called inactive; · = not tested or not shown.
smiles,MITF act,SR-BI DiI inh,Tat export inh,Ecoli viability,AddAB inh,phage Ecoli inh,CAL PDZ FP-2,Wnt act,CAL PDZ FP-1,SR-BI uptake up
CC(C)c1ccc2c(c1)CCC1C(C)(CN)CCCC21C (centres undefined),-97,-7,-8,-1.3,4.0,8.8,-0.5,-11,2,7
CCCCN(C(=O)CSCC(=O)Nc1ccc(C)cc1)c1c(N)n(Cc2ccccc2)c(=O)[nH]c1=O,-2,22,-3,2.0,2.9,-1.6,-2.5,1,3,-22
Cc1ccc(OCCNC(=O)CCC(=O)N2CCOCC2)cc1,-10,-3,-7,2.4,1.2,0.3,-0.4,0,0,3
Cc1ccccc1-c1nc2ccc(Cl)cc2c(=O)n1O,-2,-20,2,-2.5,-4.2,-4.1,·,0,-3,20
O=C(CN1C(=O)COc2ccccc21)NCC1CCCO1 (centres undefined),-12,·,-7,-1.9,-1.5,-0.3,-2.1,-2,-1,·
COc1ccc(-c2cc3ccc(OCc4nn[nH]n4)cc3oc2=O)cc1OC,·,1,-10,0.8,-0.7,1.5,-2.9,-2,-11,-1
CCCCOc1ccc(NC(=S)Nc2cc(C)nc(SCCCC)n2)cc1,17,26,4,-1.4,2.0,1.2,-0.9,-3,3,-26
CCN(CC)CCCNC(=O)c1cn(CC(C)C)c(=O)c2c1c1ccccc1n2C,7,-3,4,-1.4,-2.1,3.1,-1.2,3,50*,3
COc1ccc(CN2CCCC(C(=O)c3ccc(Cl)cc3)C2)cc1Cn1cccn1 (centres undefined),-13,8,4,-1.6,-1.4,2.1,-2.1,-2,0,21
O=C(Nc1ncc2c(n1)CC(c1ccco1)CC2=O)c1ccc(Cl)cc1 (centres undefined),16,23,5,1.9,3.5,3.5,-1.5,·,-3,-23
CCN(CC)S(=O)(=O)c1ccc(NC(=O)c2ccccn2)cc1,69,28,-5,1.1,-0.2,0.2,·,22,-4,-28
CCCOC(=O)C1=C(C)NC(=O)NC1c1ccc(Br)s1 (centres undefined),3,14,-8,1.4,3.3,5.0,0.3,-2,-2,-14
COc1ccc(N(C(=O)c2ccncc2)S(=O)(=O)c2ccc(F)cc2)cc1,20,-1,2,1.2,0.2,-3.2,0.0,-1,-15,1
CCCN1C2CCCC1CC(NC(=O)c1ccccc1F)C2 (centres undefined),·,-12,-10,1.0,2.3,-0.5,-0.3,-5,-2,12
CCNC(=O)C1CC(=O)N(Cc2ccc3c(c2)OCO3)C(=Nc2ccc(OCC)cc2)S1 (centres undefined),-2,-36,11,-0.5,2.5,2.0,-1.0,2,3,36
O=C(COC(=O)c1ccccc1NC(=O)c1ccco1)NC1CCS(=O)(=O)C1 (centres undefined),-14,3,-8,-1.9,-0.4,3.8,-1.2,-2,-1,-3
NS(=O)(=O)c1ccc(N2CCN(C(=O)c3ccco3)CC2)nc1,4,2,-6,0.3,-1.3,2.4,-1.0,-1,·,-2
Cc1nn(C)c(Cl)c1CN1CCN(C2CCCCC2)C(CCO)C1 (centres undefined),-9,-3,-1,0.1,-1.5,0.0,-0.4,3,-3,3
Cc1nc2cc(NS(=O)(=O)c3cccc4cccnc34)ccc2s1,·,5,2,2.6,1.1,1.5,-0.7,-4,-2,-5
O=C(NNC(=O)C1CC(c2cccs2)=NO1)NC1CCCCC1 (centres undefined),0,-27,-8,-2.3,-2.4,3.8,-3.6,15,-6,27

# Part of the list above in order of heavy-atom count, falling:
smiles,MITF act,SR-BI DiI inh,Tat export inh,Ecoli viability,AddAB inh,phage Ecoli inh,CAL PDZ FP-2,Wnt act,CAL PDZ FP-1,SR-BI uptake up
CCNC(=O)C1CC(=O)N(Cc2ccc3c(c2)OCO3)C(=Nc2ccc(OCC)cc2)S1 (centres undefined),-2,-36,11,-0.5,2.5,2.0,-1.0,2,3,36
CCCCOc1ccc(NC(=S)Nc2cc(C)nc(SCCCC)n2)cc1,17,26,4,-1.4,2.0,1.2,-0.9,-3,3,-26
Cc1ccc(OCCNC(=O)CCC(=O)N2CCOCC2)cc1,-10,-3,-7,2.4,1.2,0.3,-0.4,0,0,3

# The results go on.
smiles,MITF act,SR-BI DiI inh,Tat export inh,Ecoli viability,AddAB inh,phage Ecoli inh,CAL PDZ FP-2,Wnt act,CAL PDZ FP-1,SR-BI uptake up
Cc1csc(NC(=O)C2CCC(C)(C(=O)O)C2(C)C)n1 (centres undefined),·,-3,11,-1.7,0.3,1.6,-0.5,0,-1,3
Cc1ccc(NC(=O)CN2CCN(Cc3ccccc3)CC2)cc1F,-5,·,-5,-0.3,2.0,2.6,0.2,-3,-3,·
CC(C)N(CCNC(=O)c1ccc(NC2=NC3CS(=O)(=O)CC3S2)cc1)Cc1ccco1 (centres undefined),·,-29,-11,0.0,-4.0,2.5,-0.5,-3,·,29
CCN1C(=O)/C(=C\c2ccc(-c3cccc(C(=O)OC)c3)o2)SC1=Nc1ccc(C(=O)O)cc1,·,·,·,-0.5,3.2,3.0,·,-2,·,·
Cc1ccc(F)cc1NC(=O)c1sc2ncn(CC(=O)N3CCN(c4ccccn4)CC3)c(=O)c2c1C,3,50,-4,-2.6,1.9,1.1,-1.7,-2,-3,-50
CN(C)c1ccc(/C=N/c2cc(-c3ccccc3)nn2-c2ccccc2)cc1,·,14,9,-0.4,-0.2,3.5,·,21,-4,-14
C/C(=N\NC(=S)NC1CCCCC1)c1c(F)cccc1F,-6,15,-4,2.6,1.6,1.1,-0.2,2,44*,-15
CC(C)NS(=O)(=O)c1ccc(OCC(=O)NC(C)c2ccccc2)cc1 (centres undefined),9,1,-4,1.4,2.7,3.9,-4.9,1,·,-1
O=C(O)c1ccccc1-c1csc(-c2ccccc2)n1,18,-12,0,-1.3,0.3,1.7,-2.2,29,1,12
CC1CCc2nc3ccc(S(=O)(=O)N4CCC(C(=O)N5CCCCCC5)CC4)cc3c(C(=O)O)c2C1 (centres undefined),-10,-16,6,3.0,2.4,2.5,-2.0,0,1,16
CCOC(=O)c1cnn(-c2nc(C)cc(C)n2)c1N,16,17,19,-0.2,1.7,0.8,-0.9,5,0,-17
O=S(=O)(CCN1C=CC(C(F)(F)F)=NCC1)c1ccc(Cl)cc1Cl,5,-3,-5,0.0,-0.7,1.6,-0.2,-3,-4,3
CCOC(=O)c1c(-c2ccc(C)c(C)c2)csc1NC(=O)C1CC=CCC1C(=O)O (centres undefined),·,-25,5,1.6,1.9,-0.1,-2.0,0,·,25
CN(C)S(=O)(=O)c1ccc(Cl)c(NC(=O)CNC2(C)CCS(=O)(=O)C2)c1 (centres undefined),10,0,1,-1.4,0.5,3.8,-0.9,-1,-3,0
CSc1cccc(NC(=O)CN(C2CCCCC2)S(C)(=O)=O)c1,1,7,1,-1.5,1.4,0.8,-1.9,-8,-2,-7
CSc1cccc(NC(=O)CN(c2ccccc2)S(=O)(=O)N(C)C)c1,-11,-3,-6,-1.4,0.6,1.2,-2.6,·,·,3
O=S(=O)(Nc1cccc2ccccc12)c1cccs1,-6,-9,16,-0.8,3.4,-0.9,-0.5,1,-12,9
CCOC(=O)C(NC(=O)NCc1cccc(C(F)(F)F)c1)(OCC)C(F)(F)F (centres undefined),1,-11,7,0.9,1.5,2.2,-0.4,-1,-6,11
Cc1sc(NC(=O)Cc2ccc3c(c2)OCO3)nc1-c1ccc2c(c1)CCN2C(=O)c1ccccc1F,1,48,-4,-2.5,1.2,0.5,-1.0,-9,·,-48
Cc1ccc(C)c(N2CCN(C(=O)Cn3cccc3)CC2)c1,3,24,2,0.3,-0.6,2.0,-0.3,·,-1,-24

# Printed as active in CAL PDZ FP-1, among the entries above:
smiles	MITF act	SR-BI DiI inh	Tat export inh	AddAB inh	phage Ecoli inh	CAL PDZ FP-2	Wnt act	CAL PDZ FP-1	SR-BI uptake up
CCN(CC)CCCNC(=O)c1cn(CC(C)C)c(=O)c2c1c1ccccc1n2C	7	-3	4	-2.1	3.1	-1.2	3	50*	3
C/C(=N\NC(=S)NC1CCCCC1)c1c(F)cccc1F	-6	15	-4	1.6	1.1	-0.2	2	44*	-15

# Next entries:
smiles,MITF act,SR-BI DiI inh,Tat export inh,Ecoli viability,AddAB inh,phage Ecoli inh,CAL PDZ FP-2,Wnt act,CAL PDZ FP-1,SR-BI uptake up
CNc1ncc(C(=O)C(C)(C)C)s1,3,4,-3,-1.5,-2.5,2.7,·,0,-4,-4
COc1cccc(/C=C2\SC(=S)N(CCCC(=O)Nc3cc(C)on3)C2=O)c1,8,-32,-3,-2.2,-0.1,3.3,1.8,2,-2,32
CCOc1ccccc1N1CCN(C(=O)NCc2ccc(C)cc2)CC1,4,-11,-5,1.3,3.6,2.4,0.6,-3,-3,11
COc1ccc(-n2nc3c(c2NC(=O)c2cc4ccccc4o2)CS(=O)(=O)C3)cc1,-8,-8,7,-0.2,1.3,-0.9,-2.9,1,0,8
CCOCc1nnc(NC(=O)c2c(-c3ccccc3)noc2C)s1,4,3,3,·,·,1.9,-1.2,-1,-1,-3
CCCN1CCN(c2ncnc3c2nnn3Cc2ccccc2)CC1,-9,-13,-5,-0.6,1.4,-6.5,-4.3,·,0,13
O=C(NC(=S)Nc1c(Cl)ccc2nsnc12)c1ccco1,1,4,21,-2.2,0.3,2.8,-1.8,-1,1,-4
Cn1nnnc1SCc1c(F)cccc1F,-2,-12,-3,-0.9,0.3,3.8,-1.6,·,7,12
COc1ccc(S(=O)(=O)N2CCOC23CCN(C(=O)c2ccccc2OC)CC3)cc1,3,3,-8,2.9,3.6,1.8,-1.6,-1,-3,-3
COc1ccc2nc(-c3ccccn3)[nH]c2c1,·,12,-5,1.9,2.8,0.2,-0.2,15,-9,-12
COc1ccc(CC(=O)OCC(=O)NC2CCCCCC2)cc1OC,6,-16,6,·,·,3.7,-1.5,-3,-2,16
Cc1cc(C)c(C#N)c(Nc2ccccc2Cl)n1,8,3,1,-1.4,0.1,2.3,-1.4,·,-2,-3
CC1(C)CCC[C@]2(C)C(CS(=O)c3ccccc3)=C(C=O)CC[C@@H]12 (some centres undefined),·,6,1,-1.7,-2.1,2.1,-1.5,25,1,-6
Cc1ccc(NC(=O)C2C3C=CC(O3)C2C(=O)O)c(C)c1 (centres undefined),·,-24,-5,1.0,5.5,1.9,0.2,0,-4,24
CC(CCc1ccccc1)NC(=O)C1CCC1 (centres undefined),-4,0,9,-0.3,0.1,2.3,-0.1,0,-1,0
O=C(CSc1nc(C2CCCCC2)nc2ccccc12)N1CCCC1,2,-24,-2,2.5,1.7,1.6,-1.6,-3,-4,24
CCc1nnc(NC(=O)CSc2nnc(-c3ccco3)n2C)s1,9,-45,0,-2.4,2.3,5.1,-0.6,2,9,45
COc1ccc(CCC(=O)NC(C)c2ccccc2)cc1OC (centres undefined),-5,-21,-14,3.7,1.8,0.9,-1.9,-1,0,21
N#CNC(=Nc1cccc(F)c1)SCc1ccccc1,-1,-7,-2,-0.9,3.2,3.2,-1.7,0,-1,7
c1ccc2c3c(cc(N4CCOCC4)c2c1)OC1(N2CCOCC2)CCCCC1O3 (centres undefined),-10,60,1,0.1,-1.7,2.7,-1.5,1,-3,-60
Cn1ccc(NC(=O)c2ccc([N+](=O)[O-])cc2)n1,9,11,-4,0.0,3.4,0.6,0.4,5,-4,-11

# Screening results from PubChem.

# Rows are unselected; any-hit rate near 3.6%.
